High-throughput results from PubChem BioAssay.
TIM10 inh: growth inhibitors of isogenic TIM10 control yeast, primary screen, counter-screen for tim10-1 yeast inhibitor project, luminescence, uHTS | AID 463195, 2010 | inhibition, % at 10 µM | 330,000 compounds, 1.4% hits | S. cerevisiae TIM10 strain growth, BacTiter-Glo luminescence, 24 h;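 active = inhibition of 40% or more at the single tested concentration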;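 note: wild-type TIM10 isogenic control strain grown at permissive 25 °C; 0% = DMSO yeast wells and 100% = minimal medium wells without yeast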
NLRP3 yeast inh: NALP3 inflammasome inhibitors in reconstituted yeast, primary screen, luminescence, uHTS | Yeast reconstituted NLRP3/ASC/caspase-1, beta-gal luminescence, 24 h | inhibition, % at 10 µM | 330,000 compounds, 0.39% hits;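 active = inhibition of 50% or more; inactive = inhibition below 50%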;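 note: plate controls were induced DMSO wells for no effect and uninduced yeast grown without galactose for full effect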
mIAP inh: inhibitors of mouse IAP, primary screen, biochemical, luminescence, uHTS; intestinal alkaline phosphatase [Mus musculus]; purified mouse IAP, CDP-Star luminescence, 30 min; inhibition, % at 10 µM; 330,000 compounds, 0.2% hits; AID 2806, 2010;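 active = inhibition of at least 40% at 10 µM in the primary screen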;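 note: plate controls were DMSO with enzyme for no effect and no enzyme wells for full effect; values of inactives mirror those of a sister screen read the other way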
hIAP block: human IAP inhibitors, primary screen, biochemical, luminescence, uHTS. inhibition, % at 10 µM. 330,000 compounds, 0.12% hits. purified IAP, CDP-Star luminescence, 30 min;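 active = inhibition reaching a set limit with compound at 10 µM in the primary screen, cut at about 35% in these data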;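 note: plate controls were DMSO wells with enzyme for no effect and no-enzyme buffer wells for full effect; values of inactives mirror those of a sister screen read the other way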
Target sequence (P09923 whole entry, looked up): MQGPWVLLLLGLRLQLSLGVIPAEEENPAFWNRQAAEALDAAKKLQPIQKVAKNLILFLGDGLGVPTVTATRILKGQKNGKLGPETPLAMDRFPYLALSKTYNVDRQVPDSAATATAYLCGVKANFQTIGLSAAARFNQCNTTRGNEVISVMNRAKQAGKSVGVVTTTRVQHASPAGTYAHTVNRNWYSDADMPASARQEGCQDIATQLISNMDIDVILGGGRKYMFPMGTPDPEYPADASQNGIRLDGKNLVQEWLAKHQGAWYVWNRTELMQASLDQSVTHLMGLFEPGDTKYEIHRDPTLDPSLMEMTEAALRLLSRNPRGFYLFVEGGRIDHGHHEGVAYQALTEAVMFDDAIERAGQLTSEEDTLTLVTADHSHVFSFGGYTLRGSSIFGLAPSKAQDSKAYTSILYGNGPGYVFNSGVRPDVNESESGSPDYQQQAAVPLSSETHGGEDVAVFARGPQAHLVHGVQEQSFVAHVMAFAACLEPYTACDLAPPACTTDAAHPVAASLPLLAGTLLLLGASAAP
tim10-1 inh: growth inhibitors of tim10-1 mutant yeast, primary screen, luminescence, uHTS; S. cerevisiae tim10-1 ts strain growth, BacTiter-Glo, 24 h; inhibition, % at 20 µM; 330,000 compounds, 2.2% hits; AID 463190, 2010;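 active = inhibition of at least 40%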;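 note: mutant grown at 25 °C; 0% = DMSO wells with yeast and 100% = wells holding no yeast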
A3G deaminase: APOBEC3G DNA deaminase inhibitors, primary screen, biochemical, fluorescence, single-stranded DNA substrate, uHTS. 330,000 compounds, 0.28% hits. inhibition, % at 20 µM. recombinant A3G, ssDNA deamination FAM/TAMRA fluorescence;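 active = inhibition of at least 40% at 20 µM, with no more than 30% in the related APOBEC3A deaminase screen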;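 note: plate controls were DMSO wells with A3G for no effect and wells lacking A3G enzyme for full effect; some compounds called inactive have numbers as strong as hits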
Target sequence (Q9HC16 whole entry, looked up): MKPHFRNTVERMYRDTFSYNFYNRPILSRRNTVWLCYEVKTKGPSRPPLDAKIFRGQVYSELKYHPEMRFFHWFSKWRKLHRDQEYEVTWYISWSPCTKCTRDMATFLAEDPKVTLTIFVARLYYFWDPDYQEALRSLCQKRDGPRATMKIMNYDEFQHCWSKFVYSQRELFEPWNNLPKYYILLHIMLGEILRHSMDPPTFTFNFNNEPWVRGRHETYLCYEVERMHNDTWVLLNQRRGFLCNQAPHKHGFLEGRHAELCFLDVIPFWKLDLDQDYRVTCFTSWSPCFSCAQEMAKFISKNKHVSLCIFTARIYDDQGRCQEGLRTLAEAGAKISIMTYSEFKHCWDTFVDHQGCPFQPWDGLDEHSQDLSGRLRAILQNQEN
A3A deaminase: APOBEC3A ssDNA deaminase inhibitors, primary screen, selectivity assay for APOBEC3G inhibitor project, biochemical, FAM/TAMRA oligo cleavage fluorescence. DNA dC->dU-editing enzyme APOBEC-3A (Homo sapiens), P31941. recombinant A3A, FAM/TAMRA ssDNA deamination fluorescence. inhibition, % at 20 µM. 330,000 compounds, 0.41% hits. AID 493011, 2011;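 active = at least 40% inhibition at 20 µM here, with at most 30% in a related deaminase screen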;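 note: plate controls were A3A with DMSO for no effect and wells lacking A3A enzyme for full effect; some results filed as inactive read as strong as hits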
Target sequence (P31941 whole entry, looked up): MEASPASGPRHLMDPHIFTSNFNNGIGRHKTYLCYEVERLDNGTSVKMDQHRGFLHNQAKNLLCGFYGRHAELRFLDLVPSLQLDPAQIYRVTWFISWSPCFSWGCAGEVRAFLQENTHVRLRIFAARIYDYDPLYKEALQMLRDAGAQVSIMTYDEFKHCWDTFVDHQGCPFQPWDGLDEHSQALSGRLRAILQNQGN
MIN6 prolif: inducers of MIN6 beta-cell proliferation, primary screen, ATP luminescence, uHTS | MIN6 cells proliferation, ATPlite luminescence, 48 h; cells starved in 0.2% serum; 100% = growth in 10% serum | proliferation, % at 10 µM | 330,000 compounds, 0.29% hits | AID 2380, 2010;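 active = compounds whose signal lies at least 3.5 SD above the mean of all wells on their plate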;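 note: 0% = DMSO-treated cells in low-serum medium and 100% = 10% serum control; some compounds called inactive have numbers as strong as hits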
mIAP activ: activators of mouse IAP, primary screen, biochemical, luminescence, uHTS. 330,000 compounds, 0.24% hits. muIAP, CDP-Star luminescence, 30 min; stronger effect = higher value; 1 = vehicle-only enzyme signal, 0 = enzyme-free wells. activation factor at 10 µM. intestinal alkaline phosphatase [Mus musculus];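 active = activation factor of at least 2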; note: the source names both 10 and 20 µM as test concentration; values of inactives mirror those of a sister screen read the other way
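Assay system: mouse IAP enzyme / Compound: DMSO-dissolved test compounds / Timing: 30 min, room temperature / Measured by: luminescence from enzymatic CDP-Star hydrolysis / Control set: DMSO-only wells, enzyme-free buffer wells as negative control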
* = called active by the depositor; & = joins results of further samples.

SMILES	TIM10 inh	NLRP3 yeast inh	mIAP inh	hIAP block	tim10-1 inh	A3G deaminase	A3A deaminase	MIN6 prolif	mIAP activ
COc1cc(C(=O)NCC(=O)NCC2COc3ccccc3O2)cc(OC)c1OC (stereo not drawn)	-3.6	5.6	-2.3	-13.3	-14.7	-6.3	-2.4	2.3	1.02
NCCS(=O)(=O)NC1CCCCC1	-6.4	35.5	8.9	9.9	-15.1	0.8	1.9	-3.2	0.911
NC(=O)c1ccc(-n2nc(C(F)(F)F)c3c2CCCC3)cc1	3.5	41.6	-0.5	13.3	18.7	-7.7	1.4	0.0	1
N#Cc1cccc(NC(=O)COC(=O)c2ccc3c(=O)n4c(nc3c2)CCC4)c1	11.2	5.7	0.7	17.2	7.5	-5.8	-2.9	0.2	0.993
Cc1ccsc1/C=N/NC(=O)CNC(=O)c1ccccc1	1.2	-1.4	4.6	17.2	-0.5	2.3	0.1	-1.9	0.954
COc1ccc2c(CC(=O)Nc3ncc(C)s3)coc2c1	-13.0	19.5	-5.3	-1.4	0.9	-4.9	-2.7	-3.5	1.05
COc1ccc(CN(C(=O)c2cccs2)c2nccs2)cc1OC	-18.1	3.5	0.3	3.4	23.2	-4.8	-1.2	-3.4	0.997
CN(C)S(=O)(=O)c1cccc(CNCC2COc3ccccc3O2)c1 (stereo not drawn)	9.6	6.0	2.4	-15.3	-4.7	-1.5	0.3	-1.9	0.976
O=C(CN1CCOCC1)NN=C(c1ccccc1)c1ccccc1	21.5	6.6	-10.5	-0.6	13.1	-3.4	-3.6	0.4	1.1
COc1ccc(NC(=O)c2cccs2)cc1	3.5	19.4	4.2	-13.0	-15.8	-4.1	-7.1	-0.7	0.958
CC(=O)N1CCOc2ccc(S(=O)(=O)N3CC(C)CC(C)C3)cc21 (stereo not drawn)	-12.3	13.7	-1.3	-17.6	21.4	-4.8	1.6	-0.7	1.01
CN1CCCN(S(=O)(=O)c2ccc3ccccc3c2)CC1	5.9	14.2	10.0	-4.1	-18.4	-3.6	1.3	0.0	0.9
CCc1nn(CCCN2CCN(c3cccc(Cl)c3)CC2)c(=O)n1CCOc1ccccc1	13.9	23.2	-2.5	-12.5	23.0	3.3&0.1	5.2&-0.2	-7.0	1.07
CC(C)CC(=O)Nc1cccc(-c2nc3ccccc3o2)c1	25.2	33.0	3.7	10.5	32.6	-8.4	-5.2	1.4	0.963
COc1ccc(C(=O)NCC2(c3ccc(OC)c(OC)c3)CCCC2)c(OC)c1	9.3	0.2	2.7	-37.5	23.0	-1.2	-3.5	1.4	0.973
COc1ccc(C)cc1Nc1nc(C)nc2c1oc1ccccc12	34.6	5.0	10.5	9.0	40.7*	-4.9	-2.3	-4.8	0.895
COCCCNC(=O)c1ccc(N(C)S(C)(=O)=O)cc1	1.9	-11.7	1.6	8.4	7.4	-3.0	2.6	0.2	0.984
Cc1ccc(C=NNC(=O)c2cc(-c3cccnc3)nc3ccccc23)o1	-7.1	2.7	7.1	-7.6	-2.3	-2.5	0.8	-3.1	0.929
COc1cc(CNCCO)cc(Cl)c1OCc1ccccc1Cl	9.1	14.9	3.3	-3.3	10.6	-11.9	-5.9	-4.4	0.967
Cn1cnnc1SC(C(=O)Nc1cccc(C(F)(F)F)c1)c1ccccc1 (stereo not drawn)	-11.5	7.8	-8.2	-34.5	18.2	-4.4	-14.9	-5.0	1.08
Cc1ccc(S(=O)(=O)N2CCCN(C(=O)OC(C)(C)C)CC2)cc1	-2.0	23.4	-2.5	27.1	18.4	1.6	3.1	1.0	1.02
N#Cc1cc2c([nH]c1=S)CCCCCC2	10.9	8.2	2.6	14.4	15.2	38.6	-5.7	1.0	0.974
O=C(Nc1ccc(F)cc1)c1cc2c(s1)CCCC2	14.0	25.7	-16.3	-5.5	-9.7	-8.9	-2.6	-1.5	1.16
CCOC(=O)C1CCN(S(=O)(=O)Cc2ccccc2)C1=O (stereo not drawn)	6.5	14.8	-3.7	3.9	4.4	-0.7	1.0	-2.8	1.04
Cc1ccc(NC(=O)c2cc3ccccc3oc2=O)cc1S(=O)(=O)N(C)C	-23.8	-6.6	0.5	-0.9	-15.1	-11.2	-3.9	-2.6	0.995

Next section, overlapping the part above by 2 compounds.
SMILES	TIM10 inh	NLRP3 yeast inh	mIAP inh	hIAP block	tim10-1 inh	A3G deaminase	A3A deaminase	MIN6 prolif	mIAP activ
CCOC(=O)C1CCN(S(=O)(=O)Cc2ccccc2)C1=O (stereo not drawn)	6.5	14.8	-3.7	3.9	4.4	-0.7	1.0	-2.8	1.04
Cc1ccc(NC(=O)c2cc3ccccc3oc2=O)cc1S(=O)(=O)N(C)C	-23.8	-6.6	0.5	-0.9	-15.1	-11.2	-3.9	-2.6	0.995
Cc1nc(NCc2ccccn2)c2c3c(sc2n1)CCCC3	15.8	16.9	3.7	8.5	41.0*	-4.8	2.9	-0.4	0.963
Cc1ccc2[nH]c(CSc3ccccc3)cc(=O)c2c1	12.3	5.2	1.7	0.3	11.6	-2.9	1.9	-4.4	0.983
Cn1c2ccccc2c2n[nH]c(=O)nc21	17.7	2.8	-5.6	4.2	10.3	-1.1	0.2	0.9	1.06
CCS(=O)(=O)c1ccc(C(=O)NC)c(Cl)c1Cl	1.1	4.5	4.0	-8.8	4.4	0.9	1.0	1.1	0.96
COC(=O)c1cc(-c2ccc(OC)c(OC)c2)n[nH]1	-1.3	8.8	2.0	-17.3	14.2	0.8	2.0	-1.6	0.98
CCO/C(C)=C1\C(=O)Nc2ccccc21	0.4	11.7	-5.2	-27.6	-15.3	-8.6	-3.5	-0.1	1.05
O=C(/C=C/c1cccc(Cl)c1Cl)OCC(=O)N1CCOCC1	9.9	3.5	0.5	-1.9	14.1	-2.0	2.3	0.1	0.995
COc1ccc(NC(=O)Cn2nnc(C(=O)NCc3ccco3)c2N)cc1	-8.6	9.7	2.2	18.3	-20.4	-0.1	1.4	0.8	0.978
CN1CCC(=NNc2ncnc3sc4c(c23)CCCC4)CC1	13.6	6.0	6.2	-1.7	17.3	-5.4	-1.7	0.0	0.938
CCOc1ccc(NC(=O)CCNC(=O)c2ccc(Br)cc2)cc1	10.1	23.2	-8.0	4.6	-16.3	-6.7	-2.4	2.3	1.08
Cc1nc(SCC(=O)NC(=O)NC(C)C)nc(C)c1C	-5.7	11.2	-6.0	-5.0	4.6	-0.7	2.5	0.2	1.06
CCn1c(SCC(=O)Nc2nc(-c3ccc(C)cc3)cs2)nnc1-c1ccccc1O	24.7	28.8	-2.7	13.1	35.0	1.1	-1.4	-4.8	1.03
COCCN(C(=O)c1ccccc1F)c1nc(-c2ccc(OC)cc2)cs1	9.0	27.6	1.6	5.0	28.4	28.4	1.7	-4.6	0.984
COc1ccc(CCn2c(-c3ccc(OC)cc3)nc3c(c(=O)c4ccccc4n3C)c2=O)cc1	18.2	36.2	4.3	14.4	-32.8	1.4	0.8	-2.7	0.957
CC(=O)Nc1ccc(NC(=O)COC(=O)C2(c3ccc(Cl)cc3)CCCC2)cc1	35.1	3.9	-19.9	-3.3	20.4	-8.0	-1.0	-4.3	1.2
COC(=O)C(NC(=O)c1ccccc1)=C(C)C	5.5	11.9	1.7	1.2	7.4	-6.1	-3.2	2.5	0.983
S=C(Nc1ccccc1)Nc1ccc(OCc2ccc(Cl)cc2Cl)cc1	21.5	9.7	-25.1	2.5	48.0*	-2.6	-3.4	-6.1	1.25
CO/N=C\c1cc(C(=O)c2ccc(Cl)cc2Cl)cn1C	-20.7	34.6	-4.9	6.9	10.9	-4.5	-2.0	1.3	1.05
CCC[C@@H](CN1CCC[C@H]1CN1C(N)=NC[C@@H]1Cc1ccccc1)N1C[C@@H](Cc2ccccc2)N(CCc2ccc(Cl)c(Cl)c2)C1=N	-13.3	24.1	-9.4	0.1	-48.2	-1.8	-0.5	-4.5	1.09
CN1CCN(C(=O)c2cnn(-c3ccccc3)c2NC(=O)c2ccccc2Cl)CC1	3.4	22.8	-8.0	-15.5	-3.5	2.6	0.7	6.5	1.08
Cc1cccc(N2CCN(C(=O)CCn3c(=O)[nH]c4ccccc4c3=O)CC2)c1C	25.6	13.7	-1.4	-5.5	23.5	-0.6	-0.4	-2.0	1.01
O=S(=O)(c1ccc(NC(=S)N/N=C/c2ccc(N3CCOCC3)cc2)cc1)N1CCOCC1	22.5	7.3	-1.3	14.3	10.2	-2.9	1.6	0.5	1.01
O=C(CCN1CCCCO1)N1CCCC(Nc2ccc(F)cc2)C1 (stereo not drawn)	2.0	19.3	-9.5	2.0	-12.0	-5.8	1.4	-3.9	1.09
COC(=O)CC1NCCc2cc(OC)c(OC)cc21 (stereo not drawn)	3.8	19.1	8.1	6.2	-15.0	-8.2	-3.5	-3.8	0.919
CN(c1ccc(OCc2nnc(-c3ccccc3)o2)cc1)S(=O)(=O)c1ccccc1	-8.1	30.0	-2.7	-6.8	22.7	-4.2	-0.6	-1.0	1.03

Remaining list, next part:
SMILES	TIM10 inh	NLRP3 yeast inh	mIAP inh	hIAP block	tim10-1 inh	A3G deaminase	A3A deaminase	MIN6 prolif	mIAP activ
CCOc1cc(C2NC(=O)NC(O)(C(F)(F)F)C2C(=O)c2ccc(Cl)cc2)ccc1O (stereo not drawn)	2.3	3.5	0.2	12.5	9.5	-1.7	-1.3	-1.2	0.998
COC(=O)CSc1[nH]c2ccccc2c1[N+](=O)[O-]	-10.6	20.9	-0.7	13.2	2.8	-5.1	1.2	0.6	1.01
COc1ccc(CC(=O)NCc2nnc(SCC(=O)Nc3ncc(C)s3)n2C)cc1	12.0	3.6	-3.1	-0.1	-2.6	1.0	1.5	-3.2	1.03
COc1cccc(Cn2nnc(C(=O)NCCc3ccc(Cl)cc3)c2N)c1	-11.4	15.6	11.2	-3.3	-6.4	9.2	2.3	-3.7	0.888
Cc1ccc(S(=O)(=O)/N=C(\Sc2ccccc2)c2ccccc2)cc1	29.3	-8.7	11.9	7.2	51.4*	-8.8	1.7	-6.4	0.881
COc1cccc(-c2noc(CCC(=O)NCCc3ccccc3)n2)c1	9.2	31.5	3.6	-3.9	7.3	-7.2	-4.2	0.0	0.964
Cc1ccc(Cl)cc1NC(=O)c1ccc(Cn2cc(Cl)cn2)cc1	26.5	44.5	5.1	-16.0	34.4	-7.3	-5.0	0.0	0.949
CCN(CCn1cccn1)C(=O)c1ccc2nc(Cc3ccc(OC)cc3)oc2c1	16.3	5.7	1.5	5.6	13.7	3.1	-1.1	-0.4	0.985
CC(=O)C(N=Nc1ccccc1)(Sc1nnc(-c2ccccc2)n1-c1ccccc1)C(C)=O	33.3	11.1	12.1	8.4	32.9	-10.0	-2.0	-4.2	0.879

By substructure: the entries above with a cyano group
SMILES	TIM10 inh	NLRP3 yeast inh	mIAP inh	hIAP block	tim10-1 inh	A3G deaminase	A3A deaminase	MIN6 prolif	mIAP activ
N#Cc1cccc(NC(=O)COC(=O)c2ccc3c(=O)n4c(nc3c2)CCC4)c1	11.2	5.7	0.7	17.2	7.5	-5.8	-2.9	0.2	0.993
N#Cc1cc2c([nH]c1=S)CCCCCC2	10.9	8.2	2.6	14.4	15.2	38.6	-5.7	1.0	0.974
